Compound activity as filed in PubChem BioAssay.
Tau filament bind: binds recombinant human tau filaments | recombinant tau filaments, thioflavin S fluorescence, 15 h; filaments grown with octadecylsulfate alongside compound | Potency, µM (doses to about 57.1 µM), for the others: at the highest dose activity change, negative = inhibition | 71,000 compounds, 2% hits;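 also: potency is read from the fitted curve at half-maximal effect; % is scaled to controls: 0 for no effect and ±100 for the full control effect; actives lower thioflavin S fluorescence by blocking filaments or displacing dye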
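ThS-based fibril read: tau 1 uM final, inducer ODS 30 uM final, 37 C for 15 h, ex 450/em 510 nm.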
ERK AVP block: inhibitors of vasopressin-stimulated ERK signaling pathway; HEK293-V1b, vasopressin-stimulated pERK AlphaScreen; Potency, µM (doses to about 57.5 µM), for the others: top-dose activity, negative = inhibition, usual class: inhibitors; 72,000 compounds, 0.99% hits; also: potency is read from the fitted curve at half-maximal effect; % is scaled to controls: 0 for no effect and ±100 for the full control effect; nearly all actives have a fitted effect of over 55% in size
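HEK293 cells stably expressing V1b receptor, preincubated 30 min at 37 °C with compound, then stimulated 5 min with 25 nM vasopressin. Phospho-ERK by AlphaScreen SureFire after 5 h RT; normalized to DMSO and vasopressin; AC50 by Hill fit.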
UbGFP stabilizer: ubiquitin-GFP accumulation via proteasome inhibition | 67,000 tested, under 10 active | Potency, µM (top dose mostly 45.9 µM), for the others: at the highest dose activation (GFP accumulation), most hits filed as activators | Ubiquitin-GFP reporter cells, proteasome inhibition, GFP fluorescence; response scale: untreated = 0%, 10 µM MG-132 = 100%; active = well fitted activation curve with a large enough effect, not every such curve was filed as active; inconclusive = small, poorly fitted or top-dose-only effect, or another doubt; inactive = no such curve, though single readings can be large or run the other way; also: potency is read from the fitted curve at half-maximal effect
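U2OS cells stably expressing ubiquitin(G76V)-GFP, seeded overnight in 0.5% FBS medium, were exposed to compounds (qHTS, 46 uM to 2.9 nM) for 4 hr at 37 °C. GFP-positive cells were counted by laser cytometry (488 ex/515 em), normalized between basal and 10 uM MG-132.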
HBB splicing: hemoglobin beta splicing modulation. HBB splicing reporter cell assay, activation; EGFP reporter with mutant IVS2-654 intron; response scale: normalised to 500 nM splice-correcting PNA. Potency, µM (titrated, usually from 46.1 µM), inactives show top-dose activation, most hits filed as activators. 65,000 compounds, 0.06% hits. AID 925; also: potency is read from the fitted curve at half-maximal effect; 0% is about no effect
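HeLa cells stably expressing EGFP interrupted by mutant beta-globin intron 2 (IVS2-654), 500/well in 2% FCS. Treated with compound for 2 days at 37C. Splicing correction scored as total well GFP intensity (488 nm excitation, 500-520 nm emission); 500 nM antisense PNA served as control.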
Hsp90 Hop PPI: changes Hsp90-Hop TPR2A binding signal, up or down | AlphaScreen TPR2A-His6 binding biotin-Hsp90 C-terminal peptide | Potency, µM (titrated, usually from 57 µM), without a hit: at the top dose activity change, negative = inhibition | 71,000 compounds, 0.44% hits; active = well fitted curve in either direction with a large enough effect; inconclusive = small, poorly fitted or top-dose-only effect, or another doubt; also: potency is read from the fitted curve at half-maximal effect; % is scaled to controls: 0 for no effect and ±100 for the full control effect; many of its hits are not listed in these tables
Pol III holo inh: DNA polymerase III holoenzyme inhibition; 71,000 compounds, 0.25% hits; reconstituted DNA polymerase III holoenzyme replication, biochemical; Potency, µM (titrated, usually from 57.1 µM), without a hit: at the top dose activity change, negative = inhibition; also: potency is read from the fitted curve at half-maximal effect; % is scaled to controls: 0 for no effect and ±100 for the full control effect
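Reconstituted *E. coli* holoenzyme (0.35 nM Pol III, 1 nM beta, 154 nM SSB, 2 nM primase) was preincubated with compound for 15 min at RT. Synthesis on 1.4 nM ssM13Gori ran 35 min, then was stopped with PicoGreen/EDTA and read as dsDNA fluorescence.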
HADH2 inhib: HADH2 (human) dehydrogenase inhibition; recombinant HADH2, NADH fluorescence, beta-hydroxybutyryl-CoA; Potency, µM (titrated, usually from 57.1 µM), for inactives: at the top dose activity change, negative = inhibition, hits mostly inhibitors; 73,000 compounds, 3.4% hits; AID 886; also: potency is read from the fitted curve at half-maximal effect; % is scaled to controls: 0 for no effect and ±100 for the full control effect; nearly all actives have a fitted effect of over 60% in size; many of its hits are not listed in these tables
Target sequence (Q99714 whole entry, looked up, one chain of several): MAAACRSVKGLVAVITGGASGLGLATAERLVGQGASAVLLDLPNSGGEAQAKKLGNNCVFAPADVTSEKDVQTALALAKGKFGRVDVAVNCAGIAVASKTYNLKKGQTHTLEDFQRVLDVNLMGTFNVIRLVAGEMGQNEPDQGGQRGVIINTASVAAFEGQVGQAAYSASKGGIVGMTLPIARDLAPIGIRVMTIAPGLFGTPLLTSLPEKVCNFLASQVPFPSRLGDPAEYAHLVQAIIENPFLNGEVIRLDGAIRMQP
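20 nM HADH2 + cpd, 15 min RT; add 1 mM NAD+/90 uM beta-hydroxybutyryl-CoA; kinetic fluorescence 360/450 nm, 4 min. Tris-HCl pH 9.0, 0.01% Tween-20.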
15-hLO inh: inhibitors of human 15-lipoxygenase (ALOX15) | P16050 | purified 15hLO-1, xylenol orange hydroperoxide absorbance | Potency, µM (doses to about 57.1 µM), for the others: at the highest dose activity change, negative = inhibition, hits mostly inhibitors | 74,000 compounds, 1.4% hits; also: potency is read from the fitted curve at half-maximal effect; % is scaled to controls: 0 for no effect and ±100 for the full control effect; nearly all actives have a fitted effect of over 55% in size
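Hydroperoxide formed from arachidonic acid (50 uM) by purified human 15hLO-1 (40 nM) oxidizes ferrous iron, and the ferric-xylenol orange complex is read at 573 versus 405 nm. Compounds were preincubated 15 min; reaction ran 6 min at room temperature.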
CRE-bla Fsk: alters forskolin-stimulated CRE reporter signaling in CHO cells; CHO CRE-bla reporter (cAMP response element driving beta-lactamase), forskolin EC10, beta-lactamase ratio; Potency, µM (titrated, usually from 38.2 µM), inactives show at the top dose activity change, negative = inhibition, hits mostly activators; 71,000 compounds, 2.5% hits; AID 662; active = well fitted activation curve with a large enough effect in the signal ratio, with a control signal flat, not every such curve was filed as active; inconclusive = small, poorly fitted or top-dose-only effect, or effect the other way, or a change in a side signal; the % refers to the signal ratio; also: potency is read from the fitted curve at half-maximal effect; % of control where 0% means no effect
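Forskolin analogue NKH 477 at EC10 stimulated CRE-driven beta-lactamase in CHO cells alongside compound dilution series. Beta-lactamase was measured with CCF4, excitation 405 nm, emission ratio 460/530 nm.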
Epigenetic mod: epigenetic modulators derepressing GFP locus in mouse cells. mouse C127i GFP locus derepression, cytometry, 30 h. Potency, µM (titrated, usually from 46.1 µM), for inactives: at the top dose GFP derepression (activation). 68,000 compounds, 0.09% hits. AID 597; also: % of control where 0% means no effect
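Read-out is the number of GFP-positive cells, scored as fluorescent objects 20 to 120 um wide, reflecting derepression of a silenced CMV-GFP reporter in murine C127i cells after 30 h compound exposure at 37 C.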
Luciferase inh: blocks Photinus pyralis firefly luciferase activity. 72,000 compounds, 2.2% hits. Potency, µM (titrated, usually from 57.1 µM), for the others: at the top dose activity change, negative = inhibition, usual class: inhibitors. P08659. purified firefly luciferase, luminescence, 8 min; also: potency is read from the fitted curve at half-maximal effect; % is scaled to controls: 0 for no effect and ±100 for the full control effect; nearly all actives have a fitted effect of over 40% in size
Target sequence (P08659 whole entry, looked up): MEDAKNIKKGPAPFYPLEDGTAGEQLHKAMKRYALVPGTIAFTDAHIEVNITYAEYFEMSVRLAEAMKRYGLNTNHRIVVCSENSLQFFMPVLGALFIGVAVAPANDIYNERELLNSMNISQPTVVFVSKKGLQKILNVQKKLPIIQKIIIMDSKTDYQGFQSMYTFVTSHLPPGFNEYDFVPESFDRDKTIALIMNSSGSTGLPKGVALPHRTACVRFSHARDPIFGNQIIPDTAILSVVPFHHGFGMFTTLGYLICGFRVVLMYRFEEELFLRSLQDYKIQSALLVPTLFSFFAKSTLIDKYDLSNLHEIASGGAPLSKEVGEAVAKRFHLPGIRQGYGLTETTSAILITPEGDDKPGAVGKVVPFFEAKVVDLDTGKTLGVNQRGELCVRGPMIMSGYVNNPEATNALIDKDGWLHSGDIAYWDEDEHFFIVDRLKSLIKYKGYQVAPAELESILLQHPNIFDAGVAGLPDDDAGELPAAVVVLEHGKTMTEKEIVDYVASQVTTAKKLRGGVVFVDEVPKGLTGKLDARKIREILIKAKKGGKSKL
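Compounds were tested as concentration series (qHTS) against purified P. pyralis luciferase with luciferin and 10 uM ATP in 50 mM imidazole pH 7.2, 50 mM KCl, 7 mM MgCl2, 0.01% Tween 20, 0.05% BSA. Luminescence was read after 8 min at ambient temperature.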
* = called active by the depositor; [ ] = another dose, or the depositor's remark. Unless noted, calls follow the shape of the dose curve; as a rule, active = well fitted curve in the direction sought with a large enough effect; inconclusive = small, poorly fitted or top-dose-only effect, or another doubt; inactive = no such curve, though single readings can be large; an effect the other way counts as inactive or inconclusive. Only part of the results is shown (hit frequency here may not be typical).

What do the screens show for `Cc1cc(NC(=O)c2cn(C3CCCCC3)c(=O)c3c2c2ccccc2n3C)no1`?
Tau filament bind: 36%; ERK AVP block: -16%; UbGFP stabilizer: -6%; HBB splicing: -0.1%; Hsp90 Hop PPI: -12%; Pol III holo inh: -2%; HADH2 inhib: 1%; 15-hLO inh: -8%; CRE-bla Fsk: 5%; Epigenetic mod: -2%; Luciferase inh: 0%

What do the screens show for `CCCOC(=O)Cc1c(O)c2ccccc2[nH]c1=O`?
Tau filament bind: -7%; ERK AVP block: 15%; UbGFP stabilizer: 0%; Hsp90 Hop PPI: -4%; Pol III holo inh: 2%; HADH2 inhib: inconclusive; 15-hLO inh: 5%; CRE-bla Fsk: -4%; Epigenetic mod: 3%; Luciferase inh: 7%

How did Cc1ccc(C)c(NC(=O)C2CC(=O)N(C(C)C)C2)c1 (centres undefined) do in these assays?
Tau filament bind: 2%; ERK AVP block: -8%; UbGFP stabilizer: -3%; Hsp90 Hop PPI: -3%; Pol III holo inh: -9%; HADH2 inhib: 4%; 15-hLO inh: 4%; CRE-bla Fsk: 2%; Epigenetic mod: 1%; Luciferase inh: 0%

How did CCOc1ccccc1NC(=O)CSc1nnnn1Cc1ccccc1 do in these assays?
Tau filament bind: 5%; ERK AVP block: -8%; UbGFP stabilizer: 4%; HBB splicing: -1.9%; Hsp90 Hop PPI: 3%; Pol III holo inh: -1%; HADH2 inhib: 6%; 15-hLO inh: -1%; CRE-bla Fsk: 9%; Epigenetic mod: 10%; Luciferase inh: 1%

Results for COc1c(C)cccc1C(=O)Nc1ccc(N2CCN(S(C)(=O)=O)CC2)cc1 ?
Tau filament bind: -11%; ERK AVP block: -3%; UbGFP stabilizer: -5%; Hsp90 Hop PPI: -2%; Pol III holo inh: -3%; HADH2 inhib: -7%; 15-hLO inh: 6%; CRE-bla Fsk: 7%; Epigenetic mod: 0%; Luciferase inh: -18%

Results for Cc1ccc(N(CC(O)CN2CCCC2)S(=O)(=O)c2ccccc2)cc1 (centres undefined) ?
Tau filament bind: -2%[11.4 µM]; ERK AVP block: -8%; UbGFP stabilizer: -7%[9.17 µM]; HBB splicing: 1.5%[0.0738 µM]; Hsp90 Hop PPI: -4%[11 µM]; Pol III holo inh: -5%[11.4 µM]; HADH2 inhib: 13%[11.4 µM]; 15-hLO inh: -12%[11.4 µM]; CRE-bla Fsk: inconclusive; Epigenetic mod: -2%; Luciferase inh: 4%

How did O=C(CN1CCCc2ccccc21)NC(=O)NCc1ccco1 do in these assays?
Tau filament bind: 5%; ERK AVP block: 6%; UbGFP stabilizer: -1%; HBB splicing: 0.1%[57.5 µM]; Hsp90 Hop PPI: -10%; Pol III holo inh: -3%; HADH2 inhib: 4%; 15-hLO inh: -15%; CRE-bla Fsk: -12%; Epigenetic mod: 1%; Luciferase inh: 3%

How did Cc1ccc(-c2nn3c(C)nnc3c3ccccc23)cc1S(=O)(=O)N1CCN(CCO)CC1 do in these assays?
Tau filament bind: -17%; ERK AVP block: inconclusive; HBB splicing: 4.7%[0.369 µM]; Hsp90 Hop PPI: -3%; Pol III holo inh: -6%; HADH2 inhib: -11%; 15-hLO inh: -10%; CRE-bla Fsk: inconclusive; Epigenetic mod: 0%; Luciferase inh: 3%

What do the screens show for `CCSc1nnc(NC(=O)CSc2nc(CC)nc3c2c(=O)n(C)c(=O)n3C)s1`?
Tau filament bind: 444%; UbGFP stabilizer: 6%; HBB splicing: 0.7%; Hsp90 Hop PPI: -3%; Pol III holo inh: -2%; HADH2 inhib: -5%; 15-hLO inh: 0%; CRE-bla Fsk: inconclusive; Luciferase inh: -2%

Results for Cc1ccc(-c2cc(-c3ccc(Cl)cc3)c(C#N)c(N)n2)o1 ?
Tau filament bind: 1%; ERK AVP block: 6%; UbGFP stabilizer: 4%; HBB splicing: -0.7%; Hsp90 Hop PPI: -4%; Pol III holo inh: -2%; HADH2 inhib: 0%; 15-hLO inh: -4%; CRE-bla Fsk: -10%; Epigenetic mod: 9%; Luciferase inh: 3%

How did CCn1c(SCC(=O)NCc2cccs2)nnc1-c1cccs1 do in these assays?
Tau filament bind: -4%; ERK AVP block: -11%; UbGFP stabilizer: 0%; HBB splicing: 0.2%; Hsp90 Hop PPI: -1%; Pol III holo inh: 0%; HADH2 inhib: -3%; 15-hLO inh: 0%; CRE-bla Fsk: -2%; Epigenetic mod: 4%; Luciferase inh: 2%

Results for Cc1nc2c(-c3ccc(F)cc3)c(C)nn2c(C)c1CCC(=O)NC(C)CCc1ccco1 (centres undefined) ?
Tau filament bind: 28%; ERK AVP block: 9%; UbGFP stabilizer: -10%; HBB splicing: -0.4%; Hsp90 Hop PPI: -2%[2.3 µM]; Pol III holo inh: -4%; HADH2 inhib: -10%; 15-hLO inh: -22%; CRE-bla Fsk: inconclusive; Luciferase inh: 4%

What do the screens show for `CCCN1C(=O)c2cc(C(=O)NC3CCCCCC3)ccc2C1O` (centres undefined)?
Tau filament bind: -10%; ERK AVP block: 2%; UbGFP stabilizer: -12%; HBB splicing: -1.3%; Hsp90 Hop PPI: -5%[2.3 µM]; Pol III holo inh: 0%; HADH2 inhib: -8%; 15-hLO inh: -5%; CRE-bla Fsk: 3%; Luciferase inh: inconclusive

How did Cn1c2ccccc2c(=O)n2c(=O)c3ccccc3cc12 do in these assays?
Tau filament bind: -29%; ERK AVP block: 8%; UbGFP stabilizer: 1%; HBB splicing: 1.5%; Hsp90 Hop PPI: -4%; Pol III holo inh: -16%; HADH2 inhib: 18%; 15-hLO inh: -14%; CRE-bla Fsk: inconclusive; Epigenetic mod: 0%; Luciferase inh: -3%

How did CC1(C)Cc2c(sc3nc(-c4cccs4)n(N)c(=O)c23)CO1 do in these assays?
Tau filament bind: 64%; ERK AVP block: inconclusive; UbGFP stabilizer: 1%; HBB splicing: -0.6%[57.5 µM]; Hsp90 Hop PPI: 9%; Pol III holo inh: -5%; HADH2 inhib: 11%; 15-hLO inh: -8%; CRE-bla Fsk: -1%; Epigenetic mod: 0%; Luciferase inh: 13µM*

What do the screens show for `Cc1ccc(CNC(=O)c2cccc(-n3cnnn3)c2)cc1`?
Tau filament bind: -3%; ERK AVP block: 25%; UbGFP stabilizer: -3%; HBB splicing: 1.9%; Hsp90 Hop PPI: -3%; Pol III holo inh: 2%; HADH2 inhib: -7%; 15-hLO inh: -2%; CRE-bla Fsk: 1%; Epigenetic mod: 0%; Luciferase inh: 0%

What do the screens show for `CCCNC(=O)OC[C@@H]1O[C@H](CCO/N=C(\C)CCC(=O)OC[C@@H]2O[C@H](c3ccccc3)C=C[C@@H]2Oc2ccc(OC)cc2)C=C[C@@H]1Oc1ccc(OC)cc1`?
ERK AVP block: -13%[11.5 µM]; HBB splicing: 0.4%[9.22 µM]; HADH2 inhib: 7%[11.4 µM]; 15-hLO inh: -6%[11.4 µM]; Luciferase inh: 3%[11.4 µM]

How did CC(Sc1nc2c(c(=O)n(C)c(=O)n2C)n1Cc1cc2c(cc1Cl)OCO2)C(=O)O (centres undefined) do in these assays?
Tau filament bind: -2%; ERK AVP block: -20%; UbGFP stabilizer: -4%; HBB splicing: 0.7%[9.22 µM]; Hsp90 Hop PPI: 1%; Pol III holo inh: -2%; HADH2 inhib: 4%; 15-hLO inh: -5%; CRE-bla Fsk: 1%; Epigenetic mod: -2%; Luciferase inh: -1%

What do the screens show for `N#CC1=C(N)SC(N)=C(C#N)C1CCC1CCCCC1`?
Tau filament bind: 95%; ERK AVP block: -2%; UbGFP stabilizer: 0%; Hsp90 Hop PPI: -4%; Pol III holo inh: 7%; HADH2 inhib: 13µM*; 15-hLO inh: 16µM*; CRE-bla Fsk: 8%; Epigenetic mod: 5%; Luciferase inh: 0%

Results for CCOC(=O)CN1CC23C=CC(O2)C(C(=O)NCc2ccc(C)cc2)C3C1=O (centres undefined) ?
Tau filament bind: 1%; ERK AVP block: -14%; UbGFP stabilizer: -3%; HBB splicing: 0.3%; Hsp90 Hop PPI: 0%; Pol III holo inh: -10%; HADH2 inhib: -5%; 15-hLO inh: 4%; CRE-bla Fsk: -4%; Epigenetic mod: -3%; Luciferase inh: -1%
